GAA spleen mod: qHTS Assay for Inhibitors and Activators of Human alpha-Glucosidase From Spleen Homogenate; Lysosomal alpha-glucosidase (Homo sapiens), P10253; human spleen homogenate, 4-MU-alpha-glucoside fluorescence; Potency, µM (series often up to 79.9 µM), for inactives: at the top dose activity change, negative = inhibition, usual class: inhibitors; 240,000 tested, 0.006% active; AID 2112, 2009;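 note: potency is the fitted concentration of half-maximal effect; 0% = enzyme with vehicle and -100% = no enzyme basal signal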
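Human spleen homogenate (1 ug) incubated with compounds and 1 mM 4-methylumbelliferyl-alpha-D-glucopyranoside in pH 5.0 citrate/phosphate buffer, 37 C, 40 min. Stopped at pH 10; 4-MU fluorescence (Ex 365/Em 440 nm); AC50 by Hill fit.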
CBFb-RUNX1 inh: qHTS Assay for Compounds Blocking the Interaction Between CBF-beta and RUNX1 for the Treatment of Acute Myeloid Leukemia; AlphaScreen CBFb-His/RUNX1-biotin binding, biochemical; Potency, µM (doses to about 59.8 µM), without a hit: at the highest dose activity, negative = inhibition, usual class: inhibitors; 230,000 tested, under 10 active; AID 1477, 2009; note: % of control where 0% means no effect
Target sequence (Q01196 whole entry, looked up): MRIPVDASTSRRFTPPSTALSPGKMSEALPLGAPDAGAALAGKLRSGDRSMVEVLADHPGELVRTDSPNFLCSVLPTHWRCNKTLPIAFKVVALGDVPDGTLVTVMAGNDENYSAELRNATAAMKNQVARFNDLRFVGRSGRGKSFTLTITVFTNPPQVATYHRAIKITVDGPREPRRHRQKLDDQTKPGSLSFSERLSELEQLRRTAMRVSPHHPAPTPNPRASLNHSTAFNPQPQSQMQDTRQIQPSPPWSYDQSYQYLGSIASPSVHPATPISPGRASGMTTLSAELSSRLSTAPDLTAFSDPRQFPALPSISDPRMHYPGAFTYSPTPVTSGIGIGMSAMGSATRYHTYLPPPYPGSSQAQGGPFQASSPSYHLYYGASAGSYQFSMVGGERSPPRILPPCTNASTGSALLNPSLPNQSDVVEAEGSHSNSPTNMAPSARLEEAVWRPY
Target sequence (Q13951 whole entry, looked up): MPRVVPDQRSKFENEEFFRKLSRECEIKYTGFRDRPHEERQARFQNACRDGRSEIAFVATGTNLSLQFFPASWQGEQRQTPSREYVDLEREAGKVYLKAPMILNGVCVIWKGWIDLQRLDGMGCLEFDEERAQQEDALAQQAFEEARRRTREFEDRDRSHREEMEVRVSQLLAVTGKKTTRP
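Proteins preincubated together for 20 min at RT before compound addition; 15 min later, nickel and streptavidin beads were added and left 90 min prior to AlphaScreen measurement.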
HTT aggregate: qHTS Multiplex Assay to Identify Dual Action Probes in a Cell Model of Huntington: Aggregate Formation (GFP). Potency, µM (highest dose often 46.1 µM), without a hit: at the highest dose activity change, negative = inhibition, most hits filed as inhibitors. PC12 HttQ103-GFP aggregates, Acumen cytometry, 40 h. 220,000 tested, 1.1% active; note: potency is the fitted concentration of half-maximal effect; % is set by controls: 0 for no effect and ±100 for the full control effect; nearly all actives have a fitted effect of over 60% in size
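Compounds (qHTS titration) were added to PC12 cells expressing an ecdysone-driven HTT exon 1 Q103–GFP fusion after induction with 100 nM tebufenozide. Aggregate formation was measured as GFP objects in cell lysates.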
Lamin A splicing: qHTS Assay for Modulators of Lamin A Splicing; HeLa LMNA splicing GFP/RFP minigene ratio, 48 h; Potency, µM (highest dose often 46.1 µM), without a hit: at the highest dose ratio change, negative = inhibition, actives largely listed as inhibitors; 200,000 tested, 0.01% active; AID 1487, 2009; active = well fitted inhibition curve with a large enough effect in the signal ratio, with a control signal flat, not every such curve was filed as active; inconclusive = small, poorly fitted or top-dose-only effect, or effect the other way, or a change in a side signal; the % refers to the signal ratio; note: potency is the fitted concentration of half-maximal effect; % is set by controls: 0 for no effect and ±100 for the full control effect
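S3 HeLa cells stably expressing lamin A-EGFP splicing minigene plus DsRed2, 600 cells/well, 48 h compound exposure at 37C. Laser-scanning cytometry; analysed as GFP (500-530 nm)/RFP (575-640 nm) total intensity ratio; 0.5% DMSO vehicle.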
GAA glycogen: qHTS Assay for Inhibitors and Activators of Human alpha-Glucosidase Cleavage of Glycogen; Potency, µM (series often up to 76.4 µM), for the others: top-dose activity change, negative = inhibition, hits mostly inhibitors; recombinant GAA, glycogen substrate, Amplex Red glucose oxidase fluorescence; 300,000 tested, 0.38% active; Lysosomal alpha-glucosidase (Homo sapiens), P10253; AID 2100, 2009;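 note: potency is the fitted concentration of half-maximal effect; 0% = full enzyme reaction and -100% = no-enzyme basal signal; the screen sought inhibitors and activators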
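qHTS, 1536-well; enzyme 4 nM final; cpd up to 77 uM; substrate bovine liver glycogen 30 ug; 50 mM citrate/phosphate pH 5.0, 0.01% Tween-20; 37 C, 40 min; Amplex Red detection 45 min RT; Hill fit → AC50.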
HTT cytoprotect: qHTS Multiplex Assay to Identify Dual Action Probes in a Cell Model of Huntington: Cytoprotection (ATP) | Potency, µM (series often up to 56.4 µM), for inactives: cytoprotection (ATP increase), most hits filed as activators | 230,000 tested, 0.14% active | PC12 HTT-Q103 induced, cytoprotection, ATP luminescence, 40 h;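 note: potency is the fitted concentration of half-maximal effect; % of control where 0% means no effect; nearly all actives have a fitted effect of over 45% in size; toxic huntingtin expression switched on by the ecdysone agonist tebufenozide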
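Huntington model: PC12 line, ecdysone-inducible HTTQ103 exon1–GFP, tebufenozide 100 nM. Test articles in a dose series. Endpoint luminescence from cellular ATP.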
GAA inh: qHTS Assay for Inhibitors of Human alpha-Glucosidase as a Potential Chaperone Treatment of Pompe Disease. purified human GAA, 4-MU-alpha-glucoside fluorescence. Potency, µM (doses to about 76.9 µM), without a hit: at the top dose activity change, negative = inhibition, hits mostly inhibitors. 200,000 tested, 0.005% active;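 note: potency is the fitted concentration of half-maximal effect; plate controls were uninhibited enzyme wells for no effect and no-enzyme background for full effect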
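Fluorescence at Ex 365/Em 440 nm from 4-methylumbelliferone reported enzyme activity after 20 min at room temperature. Reactions used 4 nM enzyme and 400 uM substrate at pH 5.0; curves fitted with the Hill equation.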
* marks the source's active call; other numbers are inactive results; ? = inconclusive; . = no result given; & = joins results of further samples; [ ] = remark or other dose. Unless noted, calls come from the whole dose curve; as a rule, active = well fitted curve in the direction sought with a large enough effect; inconclusive = small, poorly fitted or top-dose-only effect, or another doubt; inactive = no such curve, though single readings can be large; an effect the other way counts as inactive or inconclusive. An unsorted share of the library. Share with any hit: about 1.5%.

Value order: GAA spleen mod | CBFb-RUNX1 inh | HTT aggregate | Lamin A splicing | GAA glycogen | HTT cytoprotect | GAA inh
Cc1cc(Cl)ccc1C(=O)C1CCCN(C(=O)CCN2CCCO2)C1 (stereo not drawn)
    -5.6% | 0.7% | -19.3%[9.22 µM] | -26.6%[46 µM] | 18.9% | 3.0%[10 µM] | 3.2%
CCOC(=O)N1CCN(C(=O)c2ccc(OCC)c(OCC)c2)CC1
    -0.8% | 13.5% | -3.0% | -5.0% | -6.6% | 3.3%[1.9 µM] | -3.5%
CCC(=O)c1cccc2c1N=CC1=C(CC(C)(C)CC1=O)N2
    -1.6% | 7.1% | -15.9% | -7.5% | 3.1% | 10.6% | -4.2%
CCc1cc2c(=O)c(-c3cnn(-c4ccccc4)c3)c(C)oc2cc1OCC(=O)Nc1cccc(C)c1
    0.5% | 3.5% | -4.8% | -10.3% | 7.1% | ? | 4.8%
Cc1ccc(-c2cc3c(nn2)-c2ccccc2C3=O)cc1
    -16.4% | 0.4% | 0.9%[9.22 µM] | . | 4.8% | -61.7%[inhibitor][10 µM] | .
CCOc1cc(C(=O)Nc2nnc(CC)s2)ccc1OCC(=O)N1CCOCC1
    -6.2% | 12.2% | 0.8% | 5.0% | 20.9% | -16.7% | -1.4%
COc1ccccc1-c1cc(C(F)(F)F)nc(S(=O)(=O)CCCC(=O)O)n1
    5.2% | 0.6% | -81.0% | ? | 6.4% | -1.0% | -2.1%
CCOc1ccc(NC(=O)N(CCC(C)C)C(C)c2ccco2)cc1 (stereo not drawn)
    -4.8% | -1.7% | ? | -1.4%[0.0737 µM] | ? | -8.2% | -12.9%
O=C(Cn1nnc(-c2ccc(CN3CCOCC3)cc2)n1)N(c1ccccc1)c1ccccc1
    -13.4% | -7.9% | ? | ? | -7.3% | -5.9%[10 µM] | 9.4%
Cc1c(NC(=O)CN2CCC(C(N)=O)CC2)cccc1[N+](=O)[O-]
    -4.6% | -3.9% | -6.7% | . | -4.4% | -7.3% | -2.3%
COc1ccc(C(CC(=O)N2CCOCC2)c2c(O)cc(OC)cc2OC)cc1 (stereo not drawn)
    2.1%&5.2% | -2.7%&11.1% | -9.0%[9.22 µM] | . | 7.8% | -9.1%[10 µM] | .
O=C(Nc1nnc(-c2ccccc2)o1)Nc1ccccc1Cl
    -1.2% | 0.5% | -18.4% | -5.0% | ? | -15.3% | 6.9%
CCOC(=O)C1CCCN(C(=O)CNC(=O)Cn2ccc3ccccc3c2=O)C1 (stereo not drawn)
    -4.0% | 7.2% | 7.5% | 8.7% | 3.4% | -9.8%[1.9 µM] | -0.7%
CC(c1ccon1)N(C)Cc1cn[nH]c1-c1ccc(-c2ccccc2)cc1 (stereo not drawn)
    -18.3% | -1.6% | -8.5%[9.22 µM] | ? | -13.2% | -0.8%[10 µM] | -9.5%
CCOC(=O)C1(Cc2ccccc2C)CCCN(C(=O)CCc2cccnc2)C1 (stereo not drawn)
    -7.6% | 4.1% | 13.4%[9.22 µM] | ? | -11.1% | 10.4%[10 µM] | -19.0%
Nc1n[nH]c(N)c1N=Nc1ccc(F)cc1
    -12.3% | ? | -8.6% | 8.0%[9.22 µM] | 6.5% | -49.6% | -6.8%
Cc1cnc(NC(=O)CSc2ccc(Cl)cc2)s1
    0.2% | 1.1% | 11.2% | -8.8% | 13.4% | 9.7% | -3.6%
O=S(=O)(c1cccc(S(=O)(=O)N2CCOCC2)c1)N1CCCCC1
    -3.9% | 1.4% | 8.2% | 5.2% | -1.7% | -3.1% | 1.2%
O=C(Nc1ccccc1Cl)c1ccc(-n2cccn2)c([N+](=O)[O-])c1
    -1.3% | -0.9% | 10.2% | . | -5.8% | 5.0%[10 µM] | 9.7%
CN1C(=O)SC(Nc2ccc(F)cc2)C1=O (stereo not drawn)
    4.0% | 4.0% | -4.0% | 1.1% | 1.7% | -11.9%[10 µM] | ?
CCn1nc(CC(=O)O)c2ccccc2c1=O
    2.4% | 4.6% | -0.8%[9.22 µM] | -9.8%[46 µM] | 6.9% | 8.8%[10 µM] | 14.4%
NC(=O)c1cccn1Cc1ccccc1Cl
    -4.2% | 0.9% | 16.2% | ? | 2.6% | -28.8%[0.074 µM] | 0.2%
O=C(NC(N1CCOCC1)C(Cl)(Cl)Cl)c1ccccc1Cl (stereo not drawn)
    -3.1% | 4.6% | 1.7% | 4.6%[46 µM] | 6.6% | 5.3%[10 µM] | -7.7%
CC(C)CC(C(=O)Nc1oc(-c2ccccc2)c(-c2ccccc2)c1C#N)N1C(=O)c2ccccc2C1=O (stereo not drawn)
    -4.8% | -15.2% | -31.4% | ? | -6.0% | 15.8%[10 µM] | -11.7%
COc1ccccc1N1CCN(C(=O)c2c(C)noc2C)CC1
    -1.1% | 3.9% | 10.7%[9.22 µM] | . | 5.3% | 17.3%[10 µM] | 5.9%
Cc1cccn2c(=O)c3cc(S(=O)(=O)c4ccccc4)c(=N)n(CC4CCCO4)c3nc12 (stereo not drawn)
    -3.8% | 4.3% | 15.7%[9.22 µM] | . | 4.3% | 9.1%[10 µM] | .
CC(C(=O)NCCN1C(=O)S/C(=C\c2cccnc2)C1=O)N1C(=O)c2ccccc2C1=O (stereo not drawn)
    -3.3% | -1.9% | 3.7% | -5.7% | 9.2% | . | -13.0%
Cn1ccnc1SCCNC(=O)CCc1nnc(CCCCc2ccccc2)o1
    3.8% | 3.8% | 14.6%[9.22 µM] | -0.7%[46 µM] | 8.7% | 6.2%[10 µM] | 0.5%
N#Cc1cc(-c2ccc(Cl)cc2)cnc1Sc1ccccc1
    -9.2% | 2.5% | -11.9% | 7.0% | -1.0% | 4.1% | 1.6%
Cc1c(-n2c(-c3ccccc3)nc3ccccc3c2=O)c(=O)n(-c2ccccc2)n1C
    -1.2% | 1.3% | -4.1% | . | 0.9% | -2.6% | -4.4%

More compounds follow:
Value order: GAA spleen mod | CBFb-RUNX1 inh | HTT aggregate | Lamin A splicing | GAA glycogen | HTT cytoprotect | GAA inh
CCOC(=O)/C(=N\Nc1ccccc1Cl)N(C)C1CCCCC1
    -0.5% | -9.8% | -9.0% | ? | -27.6% | -25.7% | -4.7%
CCn1c(SCC(=O)Nc2cc(NC(C)=O)ccc2OC)nnc1-c1cccnc1
    0.2% | 2.2% | 6.3% | 3.2% | 5.0% | -2.2% | -0.3%
CC1(C)N=C(c2ccc(Cl)cc2Cl)C(=O)N1
    6.7% | -4.5% | -5.0% | 3.8% | 4.8% | -3.7% | -8.2%
CCOc1ccc(CSC(=N)N)cc1
    -3.3% | ? | 15.3% | -13.1% | -0.2% | -4.1%[10 µM] | 7.6%
COc1ccc(-c2nc3ccccn3c2CN2CCN(c3ccccc3F)CC2)cc1
    -14.2% | ? | ? | ? | -19.3% | -108.9%[inhibitor] | -14.2%
CCCCOc1c(Br)cc(/C=C2\N=C(C)OC2=O)cc1OCC
    1.9% | 11.0% | 5.4% | -12.3% | 3.4% | -7.3% | 8.2%
COCCCNC(=O)c1ccc2c(c1)OCO2
    -3.2% | -4.3% | -3.6% | 8.5% | 3.9% | 9.7%[1.9 µM] | 2.9%
CN1CCc2nc(SCC(=O)Nc3ccc(OC(F)(F)F)cc3)c(C#N)c(-c3cccs3)c2C1
    8.0% | ? | 4.3% | ? | 1.0% | . | -9.4%
Cc1cc(C(=O)NNC(=S)NCc2ccco2)n(C)n1
    -0.8% | 5.1% | -0.4% | -2.2% | ? | -11.6%[1.9 µM] | -0.6%
CCCCN(CCCNC(=O)Cn1ncc2ccsc2c1=O)Cc1ccccc1
    -7.4% | 27.3% | -9.5% | . | 9.2% | 1.0% | 2.3%
Cc1nn(-c2ccccc2)c2c1C(=O)N(c1ccccc1)C(=O)C(C)(C)C2
    -3.6% | -2.1% | -0.6% | 11.3% | 3.9% | -7.0% | 1.4%
CC(=O)/C(=C(/O)c1ccccc1)c1nc2ccccc2[nH]1
    -12.2% | 4.8% | -5.4% | 12.6%[46 µM] | 1.3% | -43.5%[inhibitor] | 14.8%
COC(=O)C1(S(=O)(=O)c2ccc(C)cc2)CCOCC1
    -0.7% | 15.5% | -5.2% | 3.2% | 0.2% | 4.4% | -2.8%
COc1ccc(C(C(=O)NC(C)(C)C)N(Cc2ccco2)C(=O)CCC(=O)Nc2cc(C)on2)cc1 (stereo not drawn)
    -2.1% | -3.2% | -17.1% | -17.5% | 1.1% | -2.3% | -29.0%
COC(=O)c1ccc(C23CC4(C2)[C@H](CN(Cc2ccc(C(F)(F)F)cc2)[C@@H]4c2ccccc2)C3c2ccccc2)cc1 (stereo partly drawn)
    -2.8%&-2.5% | 3.7%&20.5% | -25.7%[9.22 µM] | . | 6.6% | -5.8% | .
CO/N=C/Cc1c([N+](=O)[O-])c(C)nn1C
    0.6% | 7.9% | 5.0% | 17.3%[46 µM] | 7.3% | 12.9%[10 µM] | 8.7%
Cc1cccc(NC(=S)NNC(=O)Cc2ccccc2)c1
    -4.8% | 1.5% | 13.3% | -1.9% | ? | 19.9%[10 µM] | -2.5%
COc1ccc(-n2cnnc2SCC(=O)NC2CCS(=O)(=O)C2)cc1 (stereo not drawn)
    -4.2% | 0.8% | 29.4% | 1.7% | 0.7% | -11.1% | -0.7%
Cc1ccc2[nH]c(=O)c(CN(CC3CCCO3)C(=S)NCc3ccco3)cc2c1 (stereo not drawn)
    -5.2% | -4.7% | ? | -6.1% | 6.5% | 13.5%[10 µM] | -2.7%
COc1ccc(NC(=O)Cn2c(=O)sc3ccccc32)cc1
    4.4% | 3.2% | -5.3% | -12.5% | 9.4% | 6.3% | -5.6%

Single entries from above.
Result for CCc1cc2c(=O)c(-c3cnn(-c4ccccc4)c3)c(C)oc2cc1OCC(=O)Nc1cccc(C)c1 under CBFb-RUNX1 inh: 3.5%
Result for COc1ccc(NC(=O)Cn2c(=O)sc3ccccc32)cc1 under GAA spleen mod: 4.4%
